FLuc inh counter = inhibits firefly luciferase, flagging false hits in luciferase inhibition screens; 200,000 compounds, 1.5% hits; inhibition, % at 10 µM; P08659; ATPLite firefly luciferase biochemical luminescence, 10 min;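 active = inhibition above about 50% when tested at 10 µM, limit read from the data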
Target sequence (P08659 whole entry, looked up): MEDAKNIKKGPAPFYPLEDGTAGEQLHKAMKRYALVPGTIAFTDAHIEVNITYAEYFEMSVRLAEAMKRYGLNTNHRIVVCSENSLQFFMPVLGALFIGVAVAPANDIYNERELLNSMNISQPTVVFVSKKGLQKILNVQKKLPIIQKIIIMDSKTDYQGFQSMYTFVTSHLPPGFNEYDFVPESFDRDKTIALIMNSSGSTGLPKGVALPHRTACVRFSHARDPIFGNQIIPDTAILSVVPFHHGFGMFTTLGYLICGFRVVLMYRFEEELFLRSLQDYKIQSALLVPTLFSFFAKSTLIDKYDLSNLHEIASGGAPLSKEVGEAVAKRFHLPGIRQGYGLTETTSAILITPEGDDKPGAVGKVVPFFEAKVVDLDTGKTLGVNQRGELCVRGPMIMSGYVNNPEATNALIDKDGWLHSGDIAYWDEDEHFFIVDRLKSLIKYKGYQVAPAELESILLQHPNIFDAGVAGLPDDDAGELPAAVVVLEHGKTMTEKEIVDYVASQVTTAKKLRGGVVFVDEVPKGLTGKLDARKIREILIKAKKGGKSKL
TNAP inh noacc = blocks human TNAP activity with no phosphate acceptor present. 200,000 compounds, 0.26% hits. inhibition, % at 20 µM. purified TNAP, CDP-star luminescence, 30 min. P05186;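 active = tissue-nonspecific alkaline phosphatase inhibition above about 50% at 20 µM in the single-dose screen, limit read from the data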;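 note: 0% = DMSO negative control and 100% = EDTA positive control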
PMI act satM6P = activators of human phosphomannose isomerase at near-saturating mannose 6-phosphate; activation factor at 20 µM; AID 1216; P34949; coupled PMI enzyme assay, resazurin fluorescence, 20 min; stronger effect = higher value; 1 = untreated enzyme, 0 = substrate-free blank; 190,000 compounds, 0.34% hits;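 active = activation factor of 2 or more at 20 µM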
Target sequence (P34949 whole entry, looked up): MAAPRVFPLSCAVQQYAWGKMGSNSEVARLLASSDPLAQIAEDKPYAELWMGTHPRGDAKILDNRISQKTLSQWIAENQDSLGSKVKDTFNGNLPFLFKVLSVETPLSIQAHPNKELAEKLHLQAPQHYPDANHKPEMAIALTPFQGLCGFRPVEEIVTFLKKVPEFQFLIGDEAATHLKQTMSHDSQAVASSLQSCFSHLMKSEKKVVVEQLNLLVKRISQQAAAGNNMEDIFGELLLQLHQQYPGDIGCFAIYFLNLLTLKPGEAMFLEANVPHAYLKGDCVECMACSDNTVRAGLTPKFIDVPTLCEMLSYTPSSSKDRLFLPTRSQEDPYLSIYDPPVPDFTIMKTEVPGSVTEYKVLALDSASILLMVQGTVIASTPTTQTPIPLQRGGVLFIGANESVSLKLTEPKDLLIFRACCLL
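Test system: human phosphomannose isomerase with PGI, G6PDH, diaphorase coupling enzymes; amount: 15 ng/mL PMI; incubation: enzyme reaction with compound 20 min at room temperature; technique: resorufin fluorescence (Ex 544/Em 590 nm) from resazurin via diaphorase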
FLuc act counter = firefly luciferase counter-screen for stimulation assays; P08659; ATPlite luciferase biochemical, luminescence, 10 min; 0 = ATP-free wells, 1 = DMSO control; activation factor at 10 µM; 200,000 tested, under 10 active;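 active = luciferase activation factor, scaled between plate controls, of at least 2 with compound at 10 µM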
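System: cell-free luciferase reagent; medium: PBS as buffer for the ATP substrate; doses: test compounds dosed from 2 mM stocks in 100% DMSO; incubation: 10 min, room temperature; measured by: luminescence from luciferase reaction; read-out: luciferase activation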
PMI activator = increases human mannose-6-phosphate isomerase activity | P34949 | purified human PMI, coupled resazurin fluorescence, 20 min; stronger effect = higher value; 1 = vehicle control, 0 substrate-free wells | activation factor at 20 µM | 190,000 compounds, 0.005% hits;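 active = activation factor of 2 or more at 20 µM, relative to plate controls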
bIAP activator = intestinal alkaline phosphatase (bovine) activation; purified bovine IAP, CDP-star luminescence, 30 min; stronger effect = higher value; fold of DMSO-control signal, blank-subtracted; 200,000 compounds, 0.17% hits; activation factor at 20 µM;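 active = activation factor of 2 or more at 20 µM, a signal rise over negative controls twice the positive control's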
NF-kB neuron act = compounds increasing NF-kB expression in human neuronal cells | NF-kB reporter expression; stronger effect = higher value | fold change at 12.5 µM | 190,000 compounds, 1.6% hits | AID 1239; in the data active = fold change above about 3.3
APP 5'UTR act = activates APP 5'UTR luciferase reporter; SH-SY5Y APP 5'UTR luciferase reporter, luminescence; zero percent = DMSO vehicle wells; activation, % at 2 µM; 190,000 compounds, 1% hits; AID 1276;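 active = activation above a set limit, based on mean plus 3 SD of controls, cut at about 140% in these data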; note: values of inactives mirror those of a sister screen read the other way
TNAP act hiacc = increases human TNAP activity under high phosphate acceptor concentration; purified TNAP, CDP-star luminescence, 1 M DEA, 30 min; stronger effect = higher value; 0 = EDTA background, 1 = DMSO-only activity; activation factor at 20 µM; 200,000 tested, under 10 active; AID 1136;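 active = activation factor at least 2 at 20 µM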
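Assay system: human TNAP; Input: enzyme diluted 1/800 final; Reagent: CDP-star luminogenic substrate at 100 µM final; Timing: 30 min, room temperature; Signal: luminescence; Evaluation: TNAP activation factor scaled between EDTA and DMSO control wells.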
TNAP inh hi DEA = TNAP (human) inhibition, high acceptor | purified TNAP, CDP-star luminescence, 1 M DEA | 200,000 compounds, 0.03% hits | P05186 | inhibition, % at 20 µM | AID 1135;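 active = over 50% inhibition of tissue-nonspecific alkaline phosphatase at 20 µM in the single-dose screen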;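 note: plate controls were DMSO wells for no effect and EDTA-quenched wells as full inhibition for full effect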
* marks the source's active call; other numbers are inactive results; / = no result given.

item	Structure	FLuc inh counter	TNAP inh noacc	PMI act satM6P	FLuc act counter	PMI activator	bIAP activator	NF-kB neuron act	APP 5'UTR act	TNAP act hiacc	TNAP inh hi DEA
1	O=C(CSc1nc(-c2ccc(F)cc2)cc(C(F)(F)F)n1)NCCN1CCOCC1	-6	-10	1.1	1.1	1	0.8	1.1	-1	1	-3
2	CCCC(=O)Nc1nc(-c2ccc3c(c2)CCN3S(C)(=O)=O)cs1	0	-3	1	1	1	1	1	13	1	0
3	O=C1C2C3CCC(C3)C2C(=O)N1CNc1ccc(F)cc1 (stereo not given)	-2	-9	1	1	0.8	0.9	1.2	9	1	-3
4	O=C(O)C1C2C=CC3(CN(c4cccc(C(F)(F)F)c4)C(=O)C13)O2 (stereo not given)	0	-9	1.1	1	1.1	0.9	1	-13	1	0
5	CCN(CC)C(=O)CCC(=O)Nc1ccc(C(=O)OC)cc1	4	5	1	1	1	1	1.1	12	0.9	9
6	CC(Nc1nc(N2CCCCC2)nc2ccccc12)c1ccccc1 (stereo not given)	1	-14	1	1	1	0.9	0.8	-9	1	-5
7	Nc1cccc2c1C(=O)N(C(=O)c1ccc(Cl)c(S(=O)(=O)N3CCCCCC3)c1)C2=O	0	-2	1	1	1	1	1	9	0.9	6
8	CC(/C=N/NC(=O)c1nn(C)c(C)c1Br)=C\c1ccccc1	80*	-9	1	0.2	1.1	1.1	2.1	29	1.1	-5
9	C=CCOc1c(Br)cc(CNc2ccc(NC(=O)C(C)C)c(OC)c2)cc1OC	-5	-4	0.6	1.1	0.7	1	0.86	2	1	2
10	O=C(NCCC1=CCCCC1)NC12CC3CC(CC(C3)C1)C2	4	-23	0.8	1	0.9	0.9	1.4	173*	1.1	-10

The list continues:
item	Structure	FLuc inh counter	TNAP inh noacc	PMI act satM6P	FLuc act counter	PMI activator	bIAP activator	NF-kB neuron act	APP 5'UTR act	TNAP act hiacc	TNAP inh hi DEA
11	CC(=O)c1c(N2CCOCC2)nc(=S)n(-c2cc(C)ccc2C)c1C	0	0	1	1	1	1	1	9	0.9	6
12	Cc1nc2cc(C(F)(F)F)ccc2n1C1CCN(CC(=O)N2CCCC2)CC1	0	-3	1	1	1	1.1	0.97	25	1	-2
13	CCC(C)N(C(=O)COC(=O)c1[nH]c(C)c(C(C)=O)c1C)C1CCS(=O)(=O)C1 (stereo not given)	-9	-17	1	1.1	1	0.9	/	-3	1.1	-6
14	O=C(Nc1ccc2c(c1)OCCO2)c1ccc(Br)o1	82*	-7	1	0.2	1	1	4.9*	136*	1	-3
15	CC(C)N1CCN(Cc2ccoc2)CC1CCO (stereo not given)	-2	-2	1.1	1	1.1	1	1	16	1	-3
16	Cc1ccccc1CNC(=O)c1ccccc1	-1	-6	0.8	1	0.9	0.9	0.98	10	1	-3
17	CC1(C)CC(O)CC(C)(C)N1CC(O)COCCOc1ccc(Br)cc1 (stereo not given)	-3	-4	0.9	1	0.9	1.1	1	-3	1	-4
18	Cc1cccc(NC(=O)c2cc(NC(=O)c3ccco3)ccc2Cl)n1	0	-5	0.9	1	0.9	1	0.82	-4	1	4
19	CC(C)(C)c1ccc(OC2=CS(=O)(=O)c3ccccc32)cc1	-3	-6	1	1	0.9	0.9	1.6	26	1	-2
20	CCOC(=O)/C(C#N)=C1/C=C(C)NC(c2ccccc2O)=N1	-7	-12	0.9	1.1	0.9	0.9	0.5	2	1	-2

Random excerpt: 5 compounds from above, in no set order.
item	Structure	FLuc inh counter	TNAP inh noacc	PMI act satM6P	FLuc act counter	PMI activator	bIAP activator	NF-kB neuron act	APP 5'UTR act	TNAP act hiacc	TNAP inh hi DEA
11	CC(=O)c1c(N2CCOCC2)nc(=S)n(-c2cc(C)ccc2C)c1C	0	0	1	1	1	1	1	9	0.9	6
20	CCOC(=O)/C(C#N)=C1/C=C(C)NC(c2ccccc2O)=N1	-7	-12	0.9	1.1	0.9	0.9	0.5	2	1	-2
16	Cc1ccccc1CNC(=O)c1ccccc1	-1	-6	0.8	1	0.9	0.9	0.98	10	1	-3
13	CCC(C)N(C(=O)COC(=O)c1[nH]c(C)c(C(C)=O)c1C)C1CCS(=O)(=O)C1 (stereo not given)	-9	-17	1	1.1	1	0.9	/	-3	1.1	-6
15	CC(C)N1CCN(Cc2ccoc2)CC1CCO (stereo not given)	-2	-2	1.1	1	1.1	1	1	16	1	-3

Going on with the list.
item	Structure	FLuc inh counter	TNAP inh noacc	PMI act satM6P	FLuc act counter	PMI activator	bIAP activator	NF-kB neuron act	APP 5'UTR act	TNAP act hiacc	TNAP inh hi DEA
21	C=CCOc1ccc(-c2n[nH]c(=S)o2)cc1	25	-3	1	0.8	1	0.9	1.4	-3	1	-1
22	O=C(CSc1ccc(Cl)cc1)Nc1cccc(-c2nc3ncccc3o2)c1	-5	-5	1	1	0.9	1	1.3	-6	1	-3
23	Oc1c(N=NC(=S)Nc2ccccc2F)c2ccccc2n1Cc1ccccc1Cl	0	24	1	1	0.9	0.8	0.79	-17	0.8	18
24	Cc1cc(=O)[nH]c(SCC(=O)NNC(=O)Cc2ccccc2)n1	7	12	0.9	0.9	1	1.2	1.1	26	0.9	6
25	O=C(O)c1ccc(NCc2ccc(Br)cc2)cc1	-3	-9	0.8	1	0.8	0.8	1.2	9	1	-4
26	CCc1ccc2c(c1)C1(NN=C(c3ccc(C)cc3)S1)C(=O)N2 (stereo not given)	3	45	0.7	1	1	0.9	0.87	46	0.7	34
27	CN(CCO)C(=O)CCC(=O)Nc1ccc(S(N)(=O)=O)cc1	3	-5	1	1	1	0.9	1.1	-4	1	-2
28	CC(=O)N(c1cccc(C)c1)S(=O)(=O)c1ccc(Cl)cc1	-2	-8	0.9	1	0.9	1	1	4	1	-4
29	COCCOC(=O)C1=C(C)NC(=O)NC1c1c(Cl)nc2c(C)cccn2c1=O (stereo not given)	0	-10	1	1	0.9	1	0.98	7	1	2
30	O=C(Nc1nnc(-c2ccc(Cl)cc2)o1)c1cccc(N2C(=O)CCC2=O)c1	41	3	1.1	0.6	1.2	0.8	1.1	-8	1	-2

Going on with the list:
item	Structure	FLuc inh counter	TNAP inh noacc	PMI act satM6P	FLuc act counter	PMI activator	bIAP activator	NF-kB neuron act	APP 5'UTR act	TNAP act hiacc	TNAP inh hi DEA
31	COCCNC(=O)c1cc2oc3ccccc3c2n1C	8	-4	0.9	0.9	0.9	0.7	2.2	55	1	2
32	O=C1/C(=C/c2ccccn2)SC(=S)N1NS(=O)(=O)c1ccccc1	-5	5	0.9	1	0.9	0.9	0.81	9	1	4
33	CCOC(=O)CC1=C(C(=O)OCC)C(c2cc(OC)c(OC)cc2OC)C(C#N)=C(N)O1 (stereo not given)	-7	-14	0.8	1.1	0.8	0.9	0.95	11	1.1	-8
34	CNC(=O)/C(C#N)=C/c1c(N(Cc2ccccc2)Cc2ccccc2)nc2c(C)cccn2c1=O	-4	-9	1	1	0.9	0.8	0.36	2	1	2
35	CCN(CC)S(=O)(=O)c1ccc(F)cc1	-8	-14	1	1.1	1.1	1	1.2	0	1	-2
36	COc1cc(CNCCCN2CCOCC2)c(Br)cc1OCC(=O)Nc1ccccc1C	-4	-16	0.9	1	0.9	1.1	0.83	6	1	-3
37	CC12CN3CCN(CC(C3)C1(O)CN1CCOCC1)C2 (stereo not given)	-6	-8	0.9	1.1	1	0.9	1.4	10	1.1	-10
38	COc1ccc(C(C)=O)cc1COc1ccc(F)cc1	-4	-8	0.9	1	0.8	1	1.1	-9	1	-1
39	CCOc1cc(CNc2ccccc2SC)ccc1O	-5	-11	1.1	1.1	0.8	0.9	0.91	16	1	-4
40	CCCn1c(/C=C/c2ccccc2)nc2ccccc21	72*	-6	1	0.3	1	0.8	5.6*	123	1	0

Carrying on:
item	Structure	FLuc inh counter	TNAP inh noacc	PMI act satM6P	FLuc act counter	PMI activator	bIAP activator	NF-kB neuron act	APP 5'UTR act	TNAP act hiacc	TNAP inh hi DEA
41	COCCn1c(SCC(=O)Nc2cc(Cl)ccc2OC)nc2c(c1=O)SC(C)C2 (stereo not given)	-2	-7	1	1	1	0.9	0.46	-4	1	-2
42	O=c1c2ccccc2nnn1CSc1nnc(-c2cccc(S(=O)(=O)N3CCCCC3)c2)o1	-1	-5	1	1	0.9	1	0.44	8	1	-2
43	CCCn1c(SCC(=O)N2CCc3ccccc32)nnc1-c1ccncc1	-8	-16	1.1	1.1	1.1	1	0.68	6	1.1	-8
44	Cc1nc(C)n(CC(O)COc2ccc3ccccc3c2)n1 (stereo not given)	-5	-9	1	1.1	1	0.9	0.85	8	1	0
45	COC(=O)c1ccccc1NC(=O)c1c(Br)cnn1C	-3	-13	1.1	1	1.1	1	1.2	-2	1.1	-5
46	COc1ccc(OC(C)=O)c(C2c3cc(OC)c(OC)cc3CCN2C(C)=O)c1 (stereo not given)	-1	-11	1.1	1	1.1	1	0.95	-2	1	-3
47	CCOC(=O)C1=NN(C(C)=O)C2(CC(=O)N(c3cccc(C)c3)C2=O)C1 (stereo not given)	-6	-5	1	1.1	0.8	0.9	1.2	-10	1	-4
48	CCc1ccc(OCC(=O)N2CCN=C2c2ccccc2)cc1	0	-10	0.9	1	0.9	0.9	0.94	-15	1.1	-5
49	CC(CCc1ccccc1)NC(=S)NC(=O)c1ccco1 (stereo not given)	-2	-14	1	1	1	0.9	0.92	-25	1	0
50	Cc1nc(=O)c(-c2ccccc2)c(C)n1-c1ccccc1C(=O)O	-4	-12	1.1	1	1	0.9	0.98	5	1	-4
51	CC1=NN(c2ccc(C(F)(F)F)cn2)C(=O)C1	4	-4	1.8	1	1.5	1.1	0.94	-9	1	2
52	Cc1[nH]c(=O)[nH]c(=O)c1S(=O)(=O)N1CCCC(C(=O)NCc2ccco2)C1 (stereo not given)	-2	-11	1	1	1	0.9	1.3	-10	1	-4
53	CC(=NCCCN(C)C)C1=C(O)c2ccccc2C1=O	-1	-6	0.9	1	0.9	0.9	1.8	30	1	3

Screening data (PubChem)
